# Compound activity from PubChem BioAssay.
# APEX1 inh: qHTS Assay for Inhibitors of the Human Apurinic/apyrimidinic Endonuclease 1 (APE1); DNA repair nuclease/redox regulator APEX1 (Homo sapiens), P27695; recombinant APE1, TAMRA/BHQ-2 abasic DNA cleavage fluorescence; Potency, µM (doses to about 65.8 µM), for the others: top-dose activity change, negative = inhibition, usual class: inhibitors; hit rate 0.35% among 350,000;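 further: potency means the concentration at half of the fitted maximal effect; plate controls were vehicle for no effect and reference inhibitor for full effect; nearly all actives have a fitted effect of over 55% in size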
# Target sequence (P27695 whole entry, looked up): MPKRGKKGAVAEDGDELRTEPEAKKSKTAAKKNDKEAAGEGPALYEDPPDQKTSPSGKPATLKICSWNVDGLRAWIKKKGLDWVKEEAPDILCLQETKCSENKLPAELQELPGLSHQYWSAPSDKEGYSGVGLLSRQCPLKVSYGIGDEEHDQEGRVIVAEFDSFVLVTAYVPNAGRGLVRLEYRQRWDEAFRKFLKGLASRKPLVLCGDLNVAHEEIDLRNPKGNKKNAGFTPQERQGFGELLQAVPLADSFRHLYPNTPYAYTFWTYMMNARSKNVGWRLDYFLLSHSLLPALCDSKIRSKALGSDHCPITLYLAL
#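 Measures dequenching upon AP-site incision of a 5'-TAMRA/3'-BHQ-2 THF-containing duplex, 50 nM; human APE1 0.75 nM after 15 min room-temperature exposure to compound; kinetic three-point read at one-minute spacing.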
# BLM helicase inh: qHTS Assay for Inhibitors of Bloom's syndrome helicase (BLM) | recombinant BLM DNA unwinding, fluorescence dequenching | Potency, µM (top dose mostly 56.1 µM), for the others: at the highest dose activity change, negative = inhibition, most hits filed as inhibitors | hit rate 0.2% among 350,000 | AID 2528, 2010;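 further: potency means the concentration at half of the fitted maximal effect; plate controls were vehicle for no effect and no enzyme for full effect; nearly all actives have a fitted effect of over 35% in size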
# PGK inhibitor: qHTS Assay to Find Inhibitors of Phosphoglycerate Kinase | hit rate 0.043% among 380,000 | PGK/GAPDH coupled, Kinase-Glo luminescence, 60 min | Potency, µM (titrated, usually from 57.5 µM), without a hit: at the highest dose activity change, negative = inhibition, hits mostly inhibitors; further: potency means the concentration at half of the fitted maximal effect; on the % scale 0 is the no-effect control and ±100 the full control effect; nearly all actives have a fitted effect of over 60% in size
#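 Recombinant glycosomal PGK reaction used 1,3-bisphosphoglycerate generated in-well by GAPDH (100nM final) in 100mM TEA pH 7.6, 5mM MgCl2, 0.01% Tween-20. After 60 minutes at room temperature, ATP was read by Kinase-Glo Plus luminescence end-point.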
# Pol iota inh: qHTS for Inhibitors of Polymerase Iota. hit rate 1% among 390,000. Pol iota fluorescent replication assay, 10 min. DNA polymerase iota (Homo sapiens), Q9UNA4. Potency, µM (series often up to 115 µM), for inactives: at the top dose activity, negative = inhibition, hits mostly inhibitors; further: potency means the concentration at half of the fitted maximal effect
#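 Pol iota at 10 nM preincubated 15 min with compounds at room temperature; reaction started with fluorescent substrate, 50 nM final. Fluorescence read kinetically at 0 and 10 min; buffer-only wells as negative control.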
# Pol beta inh: qHTS Assay for Inhibitors of DNA Polymerase Beta. P06746. Pol beta primer extension/strand displacement, fluorescence kinetic. Potency, µM (highest dose often 114 µM), for the others: top-dose activity change, negative = inhibition, hits mostly inhibitors. hit rate 1.3% among 340,000; further: potency means the concentration at half of the fitted maximal effect; on the % scale 0 is the no-effect control and ±100 the full control effect
#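 Curves were derived by four-parameter Hill fits of normalized qHTS data. The kinetic fluorescent primer-extension read was taken at 0 and 10 min after 50 nM substrate, following a 15 min room-temperature preincubation of 10 nM enzyme with compounds.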
# RXFP1 antag: qHTS Assay for Antagonists of the Relaxin Receptor RXFP1. Relaxin receptor 1 (Homo sapiens), Q9HBX9. HEK293-RXFP1, relaxin-stimulated cAMP HTRF, 30 min; active compounds read low. activity change, negative = inhibition, % at 57.5 µM. hit rate 0.59% among 350,000;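 active means activity change of -60% or lower, but not beyond a set lower limit; inconclusive means change between -60% and -40%, or beyond the set limit; inactive means change above -40%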; further: on the % scale 0 is the no-effect control and ±100 the full control effect
# Target sequence (Q9HBX9 whole entry, looked up): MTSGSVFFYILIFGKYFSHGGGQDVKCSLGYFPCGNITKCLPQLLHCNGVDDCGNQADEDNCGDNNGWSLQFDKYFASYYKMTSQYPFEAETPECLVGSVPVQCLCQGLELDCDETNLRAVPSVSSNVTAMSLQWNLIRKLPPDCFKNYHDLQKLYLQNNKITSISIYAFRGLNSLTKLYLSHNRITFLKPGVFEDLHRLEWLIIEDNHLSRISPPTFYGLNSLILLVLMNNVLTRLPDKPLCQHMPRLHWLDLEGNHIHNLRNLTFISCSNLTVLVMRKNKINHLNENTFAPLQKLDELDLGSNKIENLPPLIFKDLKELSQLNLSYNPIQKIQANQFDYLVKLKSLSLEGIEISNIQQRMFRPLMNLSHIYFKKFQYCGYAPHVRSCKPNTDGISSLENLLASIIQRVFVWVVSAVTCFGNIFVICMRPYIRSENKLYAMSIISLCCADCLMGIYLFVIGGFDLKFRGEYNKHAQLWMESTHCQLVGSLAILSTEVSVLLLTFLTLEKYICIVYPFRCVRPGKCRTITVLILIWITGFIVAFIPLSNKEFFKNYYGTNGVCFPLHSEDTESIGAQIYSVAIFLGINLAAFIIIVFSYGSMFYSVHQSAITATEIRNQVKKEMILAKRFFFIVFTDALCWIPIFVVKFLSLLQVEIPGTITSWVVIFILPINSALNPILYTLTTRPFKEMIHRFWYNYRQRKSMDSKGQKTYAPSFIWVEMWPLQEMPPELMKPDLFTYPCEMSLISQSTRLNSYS
# Anesthetic bind: qHTS Assay for Identification of Novel General Anesthetics. Ferritin light chain (Equus caballus), P02791. apoferritin/1-aminoanthracene competitive binding, fluorescence. Potency, µM (doses to about 77.5 µM), for the others: top-dose activity change, negative = displacement, usual class: inhibitors. hit rate 0.074% among 350,000. AID 485281, 2010; further: potency means the concentration at half of the fitted maximal effect; on the % scale 0 is the no-effect control and ±100 the full control effect; nearly all actives have a fitted effect of over 20% in size
#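 Probe: 1-aminoanthracene (50% saturated, PBS). Protein: horse-spleen apoferritin, 10 uM. Incubation: 10 min, room temperature. Detection: 380 nm excitation, 535 nm emission. Analysis: normalized response, four-parameter Hill.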
# Pol kappa inh: qHTS for Inhibitors of Polymerase Kappa; DNA polymerase kappa (Homo sapiens), Q9UBT6; purified Pol kappa, fluorescent DNA synthesis assay, 10 min; AID 588579, 2011; hit rate 0.53% among 400,000; Potency, µM (doses to about 107 µM), for the others: at the highest dose activity, negative = inhibition, usual class: inhibitors; further: potency means the concentration at half of the fitted maximal effect; on the % scale 0 is the no-effect control and ±100 the full control effect
#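 Kinetic fluorescence screen: compound preincubated 15 min RT with 10 nM enzyme; 50 nM substrate (final) initiates; reads at 0/10 min.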
# POLH inh: qHTS for Inhibitors of Polymerase Eta. Potency, µM (top dose mostly 114 µM), for inactives: top-dose activity change, negative = inhibition, actives largely listed as inhibitors. hit rate 1.2% among 390,000. AID 588591, 2011. recombinant Pol eta, fluorescent DNA replication assay; further: potency means the concentration at half of the fitted maximal effect; on the % scale 0 is the no-effect control and ±100 the full control effect
#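 Fluorescent replication assay: 50 nM final substrate added after a 15 min room-temperature compound preincubation with 10 nM enzyme. Signal taken at 0 min and again at 10 min.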
# * marks the source's active call; other numbers are inactive results; i = inactive; u = inconclusive; x = no result given; & = joins results of further samples; [ ] = remark or other dose. Unless noted, the call rests on the fitted dose curve; in most records, active means well fitted curve in the direction sought with a large enough effect; inconclusive means small, poorly fitted or top-dose-only effect, or another doubt; inactive means no such curve, though single readings can be large; an effect the other way counts as inactive or inconclusive.
no.	Compound	BLM helicase inh	RXFP1 antag	Anesthetic bind	Pol iota inh	Pol kappa inh	POLH inh	PGK inhibitor	APEX1 inh	Pol beta inh
1	Cc1ccc(Cl)cc1N1CCN(S(=O)(=O)c2cc3c(cc2C)NC(=O)CO3)CC1	-8%	-8	-20%	20%	-12%	-25%	-9%	-15%	0%
2	CCN1CCN(C(=O)C2=CC(c3ccc(OC)cc3)=NS(=O)(=O)N2C)CC1	0%	-2	-15%	31%[activator]	0%	-3%	7%	-4%	91%
3	Cc1ccc(NCc2ccc(O)c3ncccc23)cc1	-5%	-22	-14%	69%[activator]	1%	-16%	-10%	8%	3%
4	Cc1cc(C)c2oc(-c3cccc(NC(=O)COc4ccccc4Cl)c3C)nc2c1	-5%	-3	-1%	1%	0%	-10%	5%	x	9%
5	C=CCn1c(CCNC(=O)C(C)(C)C)nc2ccccc21	1%	3	5%	19%	2%	3%	-4%	14%	19%
6	Nc1c(Cl)cc(-c2csc(NCCc3nc4cc(Cl)c(Cl)cc4n3CCCO)n2)cc1Cl	-5%	x	-8%	-1%	3%	-9%	-13%	8%	17%
7	Cc1nc(NC(=O)c2ccc(OCC(C)C)cc2)sc1Cc1ccc2c(c1)OCO2	-11%	-10	-8%	28%	11%	-14%	i	16%	21%
8	CCc1cc(=O)oc2cc(C)c(CN3CCCC3)c(O)c12	11µM*	-15	-19%	3.2µM*	8.9µM*	22µM*	-20%	13µM*	7.9µM*
9	CCCNC(=O)CN1C(=O)NC(CCc2ccccc2)C1=O (stereo not given)	-2%	-5	-6%	122%[activator]	0%	-5%	i	-1%	7%
10	O=C(Nc1nc2cc(Cl)ccc2s1)C1CCCN(S(=O)(=O)c2cccc3cccnc23)C1 (stereo not given)	-1%	x	-10%	-28%	-9%	-8%	i	-4%	0%
11	Cc1onc(-c2ccccc2)c1C(=O)NCCSCc1ccco1	x	-9	x	13%	-13%	-8%	3%	9%	x
12	COc1ccc(C(=O)Nc2cc(C(F)(F)F)ccc2N2CCN(c3ccccc3)CC2)cc1OC	2%	x	-11%	u	-3%	4%	i	x	31%
13	Cc1cc(NS(=O)(=O)c2ccc(NC(=O)CCCOc3ccccc3C)cc2)nc(C)n1	-10%	-8	-11%	10µM*	-21%	79µM*	-6%	41%[12.4 µM]	-13%
14	CCN(CC)c1ccc(/C=N/Nc2nc(C)cc(=O)[nH]2)c(O)c1	-3%	-12	81%[activator]	8%	-8%	-10%	4%	-2%	u
15	Cc1c(NC(=O)c2cc3nc(-c4ccc(Br)cc4)cc(C(F)(F)F)n3n2)c(=O)n(-c2ccccc2)n1C	-9%	4	-8%	-1%	-15%	15%	i	21%	8%
16	CC(C)C(=O)Nc1ccc(C(=O)c2ccccc2)cc1	-2%	-12	-9%	3%	3%	-24%	-1%	2%	-15%
17	COCC(C)n1c(C)cc(C(=O)COC(=O)c2cc(=O)[nH]c3ccccc23)c1C (stereo not given)	x	-5	x	-6%	-3%	-22%	-10%	-5%	x
18	Cc1ccc(C)c(N2CCN(C(=O)c3ccc4c(c3)c(C)c(C)n4C)CC2)c1	-24%&-14%	-21&-27	u	17%&-13%	-24%&-5%	-7%&-15%	6%&-10%	-23%	6%&0%
19	CC(=O)c1ccc(N2CCCCCC2)c(F)c1	-1%	-8	u	14%	-4%	-14%	-13%	0%	14%
20	CCn1cc(C(=O)O)c(=O)c2cc(F)c(N3CCNCC3)cc21	-4%	12	1%	x	-9%[60.1 µM]	x	x	10%	61%
21	O=c1cc[nH]c2c(Cl)cccc12	-1%	-1	7%	27%	3%	6%	8%	-1%	14%
22	CCOc1ccc(NC(=O)CCn2c(=O)[nH]c3ccsc3c2=O)cc1	-2%	22	-2%	3%	-18%	6%	-4%	1%	0%
23	CCOC(=O)C(c1ccccc1)C(Nc1ccc(Cl)c(Cl)c1)c1ccccn1 (stereo not given)	-10%	4	-13%	44%[activator]	3%	-19%	-10%	1%	10%
24	CN(C)c1cccc2cccc(N(C)C)c12	-3%	12	2%	44%[activator]	-9%	0%	-25%	-2%	5%
25	COc1ccc(NC(=O)Nc2nc3c(s2)CCCC3)cc1	-2%	-5	u	-2%	-8%	-12%	4%	-3%	-1%
26	Nc1cccc2c1C(=O)N(C(=O)c1ccc(Cl)c(S(=O)(=O)N3CCCCCC3)c1)C2=O	1%	10	x	-4%	-4%	-3%	-6%	-7%	u
27	CCOc1ncccc1C(=O)OCC(=O)N1CCC(C)CC1	x	3	x	10%	-15%	-13%	-7%	23%	x
28	CN(C)/C=C/C(=O)c1ccc(S(=O)c2ccccc2)cc1 (stereo not given)	-7%	-11	-7%	-3%	5%	-15%	-8%	6%	u
29	C/C(=N\NC(=O)c1cc(O)cc(O)c1)c1ccc(NC(=O)Cc2ccccc2)cc1	-26%	-23	-15%	5µM*	22µM*	3.2µM*	7.9µM*	1.3µM*	1.6µM*
30	CCn1c(C)nc2cc(C(=O)NNC(=O)c3ccc(C)cc3)ccc21	x	-1	x	36%	2%	-6%	i	18%	x
31	COc1ccc(OC)c(NC(=O)C(C)Oc2ccc(Br)cc2)c1 (stereo not given)	-14%	-17	4%	19%	-1%	-25%	-1%	0%	-6%
32	O=C(c1ccc(Cl)c(S(=O)(=O)N2CCOCC2)c1)N1CCOCC1	-1%	8	-2%	80%[activator]	-13%	3%	-5%	-3%	41%
33	Cc1ccc(S(=O)(=O)N2CCN(C(=O)CN3C(=O)NC4(CCCCC4)C3=O)CC2)c(C)c1	x	-61*	x	21%	3%	-6%	4%	29%	x
34	CCOc1ccc(CCNC(=O)COC(=O)c2ccc(C)c([N+](=O)[O-])c2)cc1OCC	-8%	0	-9%	21%	-6%	-3%	-1%	22%	23%
35	C=CCn1c(CC(=O)Nc2cccc(OC)c2)nnc1SCC(=O)NC1CCCCC1	0%	-9	2%	u	3%	-7%	i	-1%	-2%
36	CCc1cccc(CC)c1NC(=S)NCCc1c(C)[nH]c2ccc(C)cc12	-3%	x	-8%	-16%	-13%	-13%	-4%	-4%	u
37	CCc1nnc(NC(=O)c2ccc(S(=O)(=O)N3CCCC(C)C3)cc2)o1 (stereo not given)	-4%	-6	-15%	10%	-2%	3%	0%	36%	-23%
38	CCOc1ncccc1C(=O)Nc1nnc(C)s1	-6%	2	-10%	20%	-14%	-15%	-10%	0%	-1%
39	O=C(CNC(=O)c1ccco1)NCC(=O)OCC(=O)c1ccc(Cl)c([N+](=O)[O-])c1	3%	3	-7%	41%	17%	-7%	i	11%	-17%
40	Cc1ccnn1CC(=O)N/N=C/c1ccc2c(c1)OCO2	5%	x	-7%	11%	11%	-3%	-8%	8%	12%
41	[O-][N+]1=C(c2cccs2)CN(O)C1	0%	12	-3%	7%	-20%	-6%	-9%	2%	-1%
42	COc1cc(NC(=O)c2cccs2)c(C(=O)OCC(=O)NC(=O)NCc2ccccc2)cc1OC	0%	-4	-8%	-4%	-33%	2%	-3%	5%	3%
43	[O-][n+]1onc2c1CCc1c-2nc(-c2ccccc2)n1OCc1ccccc1	0%	-19	-17%	-10%	-4%	-12%	i	-6%	6%
44	Cc1c(CN2CCC(n3nccc3NC(=O)c3cccc(F)c3)CC2)cnn1C	-2%	-13	-4%	31%[activator]	-16%	-17%	6%	-16%	1%
45	COc1cccc(CC(NC(C)=O)C(=O)NC2CCN(S(=O)(=O)c3cccc4ccccc34)CC2)c1 (stereo not given)	0%	3	-21%	21%	-11%	2%	x	0%	9%
46	Cc1ccccc1N1CC(C(=O)Nc2ccc(S(=O)(=O)N3CCOCC3)cc2)CC1=O (stereo not given)	-2%	-22	-7%	-4%	-5%	-8%	i	-12%	8%
47	O=C(Nc1cc(Cl)cc2c1-c1ccc(Cl)cc1C2O)C(Cl)Cl (stereo not given)	x	1	x	-2%	-15%	-11%	0%	x	x
48	O=c1oc(-c2ccco2)nc2ccccc12	-4%	-8	-3%	7%	-9%	-6%	6%	-5%	0%
49	Cc1ccc2nc(CSc3nc(C)nc4c3oc3ccccc34)[nH]c2c1	x	x	x	-18%	3%	-3%	-2%	-13%	x
50	CCOC(=O)c1cccc(NC(=O)CCn2cccc2)c1	-1%	-10	-10%	9%	-7%	-1%	-7%	-8%	4%

# Copied from the list:
# In BLM helicase inh, compound 32 is entered as -1%
# In PGK inhibitor, compound 42 is entered as -3%

# The list continues.
no.	Compound	BLM helicase inh	RXFP1 antag	Anesthetic bind	Pol iota inh	Pol kappa inh	POLH inh	PGK inhibitor	APEX1 inh	Pol beta inh
51	CC(C)COc1ccc(C(=O)Nc2cc(S(=O)(=O)N3CCOCC3)ccc2N2CCCC2)cc1	x	1	x	4%	-5%	-7%	2%	17%	x
52	CCOC(=O)Cn1nnc(-c2ccc(S(C)(=O)=O)cc2)n1	-1%	-5	-5%	9%[58.9 µM]	3%	-16%	-4%	-7%	-1%
53	Cc1oc(-c2cc(F)ccc2F)nc1CN1CCCN(C(=O)c2ccco2)CC1	-2%	-10	-8%	26%	0%	-17%	2%	4%	4%
54	Cc1cc(-c2nnc(SCC(=O)N3C(C)CCCC3C)o2)no1 (stereo not given)	0%	-1	-14%	0%	-3%	-2%	-9%[11.5 µM]	-8%	32%[activator]
55	NC(=O)N/N=C/c1cc(F)cc(F)c1	0%	3	1%	-22%	-9%	-7%	6%	-1%	-18%
56	O=C(COc1ccc(-c2ccccc2)cc1)N1CCN(C(=O)c2cccnc2)CC1	-6%	-2	-15%	4%	-12%	u	4%	-2%	-2%

# A portion of the library; count on the stated rates, not on these rows.
